MT1-MMP act inh – blockers of MT1-MMP proenzyme processing, primary screen, HT1080 RFP-PRO-GFP cells, GFP/RFP fluorescence | Matrix metalloproteinase-14 (Homo sapiens), P50281 | GFP/RFP ratio fluorescence, overnight; percent of plate control window, DMSO zero | GFP/RFP ratio change, % at 20 µM | 0.061% of 360,000 active;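 active = GFP/RFP ratio change of at least 30% with cell ATP level not reduced by more than half and red fluorescence within 50% of control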; also: strong numbers were not always called active
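Material – HT1080 RFP-PRO-GFP cells · Control set – DMSO wells and RFP-L50D-GFP cells · Incubation – overnight cell settling, then overnight compound exposure, 37 °C, 5% CO2 · Compound dosing – single-point 20 µM compound, 1% DMSO · Read-out – GFP/RFP fluorescence ratio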
Scp-1 inhibitor – Scp-1 phosphatase inhibitors, primary screen, biochemical, colorimetric, uHTS | 0.88% of 340,000 active | Recombinant Scp1, phosphopeptide, malachite green phosphate absorbance | AID 493091, 2011 | Carboxy-terminal domain RNA polymerase II polypeptide A small phosphatase 1 (Homo … | inhibition, % at 20 µM;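 active = inhibition above about 50% at 20 µM, limit read from the data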;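 also: plate controls were DMSO wells with enzyme for no effect and wells lacking enzyme for full effect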
Target sequence (Q9GZU7 76-261 limits assumed): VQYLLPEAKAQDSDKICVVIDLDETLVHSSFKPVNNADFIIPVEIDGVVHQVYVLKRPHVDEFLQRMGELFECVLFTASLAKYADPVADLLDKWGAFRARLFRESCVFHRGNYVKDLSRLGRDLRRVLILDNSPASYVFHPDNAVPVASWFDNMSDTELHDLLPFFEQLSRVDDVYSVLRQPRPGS
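Test system – truncated SCP-1 phosphatase (76-261aa) · Reagent – Phosphorylated 17-residue peptide substrate · Incubation – 45 min room-temperature reaction, 5 min colour, 30 min stabiliser · Detection – colorimetric phosphate reagent with accelerator and stabiliser, absorbance at 630 nm · Measure – % inhibition at 20 µM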
NRP1-CendR mod – modulators of CendR peptide binding to NRP-1, primary screen, biochemical, fluorescence polarization, uHTS | inhibition, % at 25 µM | 0.85% of 360,000 active | AID 602438, 2012 | FAM-RPARPAR peptide binding to NRP-1;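 active = inhibition or corrected inhibition above about 18%, plus a signal ratio from 0.5 to 1.5, limit read from the data, passing the limit was not always enough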; also: strong numbers were not always called active
STEP inh – STEP phosphatase inhibitors, primary screen, biochemical, fluorescence intensity, uHTS; recombinant STEP, OMFP fluorogenic substrate; inhibition, % at 20 µM; 0.25% of 360,000 active;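 active = inhibition at 20 µM, scaled per plate between control wells, above about 37%, limit read from the data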;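 also: 0% = DMSO with enzyme and substrate and 100% = substrate only without enzyme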
Target sequence (P54829 whole entry, looked up): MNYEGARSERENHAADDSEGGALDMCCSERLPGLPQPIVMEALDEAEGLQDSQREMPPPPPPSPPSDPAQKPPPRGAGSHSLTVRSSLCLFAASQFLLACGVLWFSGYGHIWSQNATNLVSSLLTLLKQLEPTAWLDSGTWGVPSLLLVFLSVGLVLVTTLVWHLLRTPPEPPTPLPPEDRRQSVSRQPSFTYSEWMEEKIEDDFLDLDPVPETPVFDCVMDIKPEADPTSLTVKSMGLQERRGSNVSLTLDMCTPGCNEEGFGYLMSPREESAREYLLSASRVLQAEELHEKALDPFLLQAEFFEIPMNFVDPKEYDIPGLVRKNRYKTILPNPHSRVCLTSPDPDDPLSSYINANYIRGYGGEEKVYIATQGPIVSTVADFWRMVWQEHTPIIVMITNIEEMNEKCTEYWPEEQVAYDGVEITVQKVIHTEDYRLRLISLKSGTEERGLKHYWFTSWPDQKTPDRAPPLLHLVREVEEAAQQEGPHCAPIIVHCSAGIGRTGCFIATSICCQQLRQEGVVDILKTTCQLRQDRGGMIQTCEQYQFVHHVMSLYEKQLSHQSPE
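System: isolated STEP enzyme; schedule: 20 min enzyme reaction at room temperature, protected from light; medium: Bis-Tris buffer pH 6.0, 2.5 mM DTT, 0.005% Tween 20; signal: fluorescence, 480/540 nm; dosing: single compound dose of 20 µM, 1% DMSO final; also added: OMFP substrate, 25 µM final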
DNMT1 inh – human DNMT1 methyltransferase inhibitors, primary screen, biochemical, molecular beacon, fluorescence, HinP1I cleavage, uHTS | 0.83% of 360,000 active | DNA (cytosine-5)-methyltransferase 1 (Homo sapiens), P26358 | inhibition (reported as % activation of signal), % at 10 µM; in the data active = inhibition above about 50%
SKN-1 block – suppressors of acrylamide-induced Pgst-4::GFP reporter in worms, primary screen, SKN-1 inhibitor project, whole organism, uHTS, GFP/RFP fluorescence ratio, strain VP596 | C. elegans VP596 Pgst-4::GFP/RFP ratio, 24 h | inhibition, % at 21.8 µM | 0.49% of 360,000 active;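 active = interference check ratio from 0.5 to 1.5 plus GFP to RFP signal ratio inhibition reaching or exceeding a fixed threshold, cut at about 30% in these data, passing the limit was not always enough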; also: some compounds called inactive have numbers as strong as hits
Rpn11 block – Rpn11 (PSMD14) deubiquitinase inhibitors, primary screen, biochemical, fluorescence polarization, uHTS | 26S proteasome non-ATPase regulatory subunit 14 (Homo sapiens), O00487 | human 26S proteasome, Ub4-pepOG fluorescence polarization; 20S core pre-blocked with epoxomicin | calls only at 20 µM | 0.59% of 360,000 active;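 active = inhibition at 20 µM, scaled to each plate's controls, above about 33%, limit read from the data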
NadD inh – inhibitors of S. aureus NadD, primary screen, biochemical, colorimetric, uHTS; Nicotinate-nucleotide adenylyltransferase NadD (Staphylococcus aureus N315); purified NadD enzyme, colorimetric absorbance read-out; inhibition, % at 20 µM; 0.78% of 360,000 active; AID 602399, 2012; in the data active = inhibition above about 26%; also: some compounds past the cut are filed as inactive
LMPTP block – LMPTP phosphatase inhibitors, primary screen, biochemical, fluorescence intensity, uHTS; 0.22% of 360,000 active; recombinant LMPTP-A, OMFP fluorogenic substrate; inhibition, % at 20 µM; Low molecular weight phosphotyrosine protein phosphatase (Homo sapiens), P24666;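 active = compounds that cut the enzyme signal by at least half of the control window in the single-dose screen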;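 also: plate controls were DMSO wells with enzyme plus substrate for no effect and substrate without enzyme for full effect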
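Test system: LMPTP-A phosphatase enzyme. Amount: LMPTP-A at 0.625 nM final in the reaction. Reagent: OMFP substrate, 400 µM final. Times: 50 min at room temperature. Signal: endpoint fluorescence intensity from OMFP dephosphorylation. Read-out basis: % inhibition. Benchmarks: no-enzyme and uninhibited controls.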
SUMO1 PPI mod – modulators of SUMO1 protein-protein interactions, primary screen, biochemical, uHTS | inhibition, % at 20 µM | 0.33% of 360,000 active | Small ubiquitin-related modifier 1 (Homo sapiens), P63165 | SUMO1 binding to a labelled peptide, TR-FRET, 1 h; in the data active = inhibition above about 37%
Target sequence (P63165 whole entry, looked up): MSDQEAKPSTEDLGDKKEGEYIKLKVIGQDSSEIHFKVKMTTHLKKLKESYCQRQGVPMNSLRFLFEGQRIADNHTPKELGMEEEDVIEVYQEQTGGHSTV
The depositor's hits bear a star; i = inactive; . = not tested or not shown.

No.	Compound	MT1-MMP act inh	Scp-1 inhibitor	NRP1-CendR mod	STEP inh	DNMT1 inh	SKN-1 block	Rpn11 block	NadD inh	LMPTP block	SUMO1 PPI mod
1	Cc1ccc([C@H]2C(C(=O)O)=CC[C@@H](c3cccc(C)c3)N2S(=O)(=O)c2ccc(C)cc2)cc1	0	0	3	0	-1	-2	i	9	-0.1	9
2	NC(=O)c1ccc(NS(=O)(=O)c2ccccc2F)cc1	-1	0	-6	0	-1	8	i	0	0.7	-2
3	COCC(C)n1c(C)cc(C(=O)COC(=O)c2ccc(N3CCCC3=O)cc2)c1C (configuration not stated)	13	-4	2	0	-8	-3	i	9	-1.2	-2
4	COC(=O)c1ccc(NC(=O)c2snnc2-c2ccccc2)cc1	-1	-11	-4	-1	-6	-3	i	-2	-0.4	-2
5	CCOC(=O)c1c(C)n(C)c2ccc(O)c(CN3CCN(C)CC3)c12	-2	-3	-3	0	-1	3	i	-3	-2.1	-1
6	CN(C)C(=O)c1cnc(-c2ccccc2)nc1-c1ccccc1	-1	-3	4	-3	2	19	i	-5	0.2	-2
7	CCn1c2ccccc2c2cc(/C=N/NC(=O)c3ccccc3)ccc21	0	-11	6	2	-2	32	i	16	1.8	1
8	CC1(C)C(c2ccccn2)=[N+]([O-])C(C)(C)N1O	-2	-10	7	-4	-1	9	i	-1	-3.1	1
9	C=CCN1C(c2cccc(C(F)(F)F)c2)=CS/C1=C(/C#N)c1nnc(N2CCOCC2)n1-c1ccccc1	-2	7	-6	-3	-4	8	i	14	2.0	-9
10	COc1ccc(C(=O)N2CCN(CCc3ccccc3)CC2)cc1[N+](=O)[O-]	5	-2	1	1	0	17	i	1	-1.0	-16
11	COc1cccc(/C=N/Nc2ccc(Cl)nn2)c1	2	-10	-2	0	0	11	i	-2	0.5	-13
12	CCCNC(=O)c1cc(S(=O)(=O)N2CCCCC2)c[nH]1	-1	-7	-4	-2	-1	-4	i	-2	-2.2	3
13	COc1ccc(C(=O)NNC(=O)CNC(=O)C2CCCCC2)cc1	4	-7	-6	-3	3	4	i	-4	-0.5	-2
14	NC(CO)c1cn([C@@H](CCC(=O)O)C(=O)N2CCNCC2)nn1 (some centres not stated)	4	0	8	-3	3	8	i	0	-12	-1
15	C(=N\N=C\c1ccncc1)/c1ccncc1	0	0	2	1	-1	2	i	1	-0.4	-35
16	COc1cc(/C=C2/SC(=O)N(Cc3ccccc3Cl)C2=O)ccc1OCc1ccncc1	-54	18	21*	-1	64*	3	i	17	-0.2	0
17	CCOC(=O)c1ccccc1NC(=O)c1ccc2nccnc2c1	-2	10	-12	-1	-1	-2	i	0	2.6	-8
18	CCCCn1c(N)c(N(CCOC)C(=O)CSc2nnc(C)n2-c2ccc(OC)cc2)c(=O)[nH]c1=O	-18	-10	-3	-2	-1	11	i	6	0.8	-1
19	COCCCN(CC(=O)Nc1ccc(F)cc1)S(=O)(=O)c1cccs1	5	2	-12	-1	15	-2	i	-2	-0.2	3
20	CC(=O)c1ccc(NC(=O)Cn2c3ccccc3c3nc(=O)cc(C)n32)cc1	2	-8	-12	-2	-2	9	i	-2	0.1	37
21	COc1ccc(-n2c(C)nc3cc(C(=O)O)ccc32)cc1	6	-6	4	2	0	-4	i	-3	-0.9	0
22	O=S(=O)(NCc1ccco1)c1ccccc1Br	2	-5	13	1	5	2	i	-7	-1.6	-3
23	CCn1cc(C(=O)NCc2ccco2)c(=O)c2cc(S(=O)(=O)N3CCc4ccccc4C3)ccc21	-2	10	-7	5	-8	12	i	20	2.9	13
24	Cc1ccc(-n2ncc3c(NCCCOC(C)C)ncnc32)c(C)c1	2	-7	-2	-3	2	-28	i	4	0.4	-2
25	COCC(=O)N(c1ccccc1)C(C)C(=O)OC (configuration not stated)	3	-7	-5	-1	-1	10	i	5	-0.3	-2
26	Cc1nnc(NC(=O)CSc2nnc3c(n2)[nH]c2ccc(Br)cc23)s1	0	7	-9	36	39	-8	i	23	44	2
27	COc1ccc(-c2n[nH]c(=S)n2/N=C/C=C\c2ccccc2OC)cc1	0	-2	-1	3	-4	-3	i	6	0.7	-7
28	O=C(CCSc1ccc(Cl)cc1)NN=C1CCCCCC1	-1	-3	6	-3	0	-2	i	-4	0.8	0
29	CCOc1ccc(NC(=O)CN(C)C(=O)C2CCCO2)cc1OCC (configuration not stated)	3	-7	-2	0	0	7	i	-1	0.0	2
30	CC(=O)Nc1ccc2nc(C3CCCCC3)[nH]c2c1	-6	2	5	0	3	-1	i	-5	0.4	1
31	COc1ccc(C2N=C(c3ccccc3)NO2)cc1OC (configuration not stated)	7	1	-3	1	7	-5	i	0	2.3	-8
32	Cc1ccccc1NC(=O)Cc1nnc(SCC(=O)NC2=NCCS2)n1C	1	-5	-2	1	1	-1	i	-4	-1.2	-1
33	COc1ccc(CCNC(=O)c2c(O)c3ccccc3n(C)c2=O)cc1	0	-9	-11	0	-2	11	i	-3	3.7	-1
34	O=C(CCN1CCCCC1c1cccnc1)NCc1ccccc1 (configuration not stated)	1	-10	-4	-3	8	11	i	7	-0.7	1
35	Cc1cccc2sc(NNC(=O)c3ccc(S(=O)(=O)N4CCCC(C)C4)cc3)nc12 (configuration not stated)	2	-8	3	2	-12	-13	i	23	-1.3	2
36	CCN(CC)C(=O)COc1ccc(/C(C)=N/NC(=O)c2ccccc2Br)cc1	2	-2	13	0	-1	10	i	0	-0.2	-1

Some of these compounds in order of molecular weight, ascending:
No.	Compound	MT1-MMP act inh	Scp-1 inhibitor	NRP1-CendR mod	STEP inh	DNMT1 inh	SKN-1 block	Rpn11 block	NadD inh	LMPTP block	SUMO1 PPI mod
30	CC(=O)Nc1ccc2nc(C3CCCCC3)[nH]c2c1	-6	2	5	0	3	-1	i	-5	0.4	1
29	CCOc1ccc(NC(=O)CN(C)C(=O)C2CCCO2)cc1OCC (configuration not stated)	3	-7	-2	0	0	7	i	-1	0.0	2
36	CCN(CC)C(=O)COc1ccc(/C(C)=N/NC(=O)c2ccccc2Br)cc1	2	-2	13	0	-1	10	i	0	-0.2	-1

The listing continues.
No.	Compound	MT1-MMP act inh	Scp-1 inhibitor	NRP1-CendR mod	STEP inh	DNMT1 inh	SKN-1 block	Rpn11 block	NadD inh	LMPTP block	SUMO1 PPI mod
37	Cc1n[nH]c(C)c1C(=O)CC1(O)C(=O)N(CCc2ccccc2)c2ccc(Br)cc21 (configuration not stated)	-2	-10	-9	-4	-2	11	i	-6	-1.7	-2
38	C#CCNC(=O)C1=C[C@H](c2csc3ccccc23)[C@@H](CCCO)[C@H](OCC)O1	0	-6	-4	-1	3	5	i	-1	-0.4	0
39	Cc1cc(NC(=O)CCC(=O)N(CCC(C)C)CC(=O)NCC2CCCO2)no1 (configuration not stated)	1	-8	0	-1	7	-38	i	3	-1.2	-1
40	CC(=O)NCCNc1nc(NC(C)C)nc2ccsc12	3	.	26*	3	-2	7	i	4	21	-3
41	CCc1nc(SCC(=O)N2CCc3cc(OC)c(OC)cc3C2)c(C#N)cc1C	-1	-3	7	13	-8	-2	i	-1	0.7	4
42	CCn1c(C)nnc1SCC(=O)NC1CCCC1	0	-4	7	0	-1	14	i	0	-1.8	-6
43	O=C(Oc1ccccc1)c1ccc(-n2cnnn2)cc1	-5	-3	-2	0	5	-1	i	-4	-0.2	-7
44	Cc1ccc(C(=O)N2CCN(S(=O)(=O)N3CCOCC3)CC2)cc1	1	3	-5	-2	1	5	i	-1	1.1	0
45	Cc1ccc2c(c1C)OC(=O)CC2(C)C	-2	1	0	2	3	-2	i	6	0.3	2
46	COc1ccccc1OCC(=O)NCCCn1ccnc1	0	-5	4	-3	-1	-2	i	-3	-5.3	3
47	CCN(CC)C(=O)CN(c1cccc([N+](=O)[O-])c1)S(=O)(=O)c1ccccc1	8	0	4	0	0	5	i	-2	-0.1	-5
48	CCOc1ccccc1-c1n[nH]c(=S)o1	-4	-6	9	0	1	2	i	-3	-1.6	-2
49	Cc1cccc(Oc2ncccc2[N+](=O)[O-])c1C	4	-3	5	-3	-1	0	i	-1	-1.2	-20
50	COc1ccc2nc(N3CCCC(C(=O)NCCCN4CCN(C)CC4)C3)sc2c1 (configuration not stated)	0	-6	-12	-2	-2	23	i	-4	-8.1	3
51	CC(/C=N/NC(=O)c1ccc(CN2c3cccc4cccc(c34)S2(=O)=O)cc1)c1ccccc1 (configuration not stated)	1	0	-10	-2	-10	14	i	27	1.9	-6
52	CC(=O)Nc1ccc(NC(=O)C(C)OC(=O)C(C)SCC(=O)Nc2ccc(C)cc2)cc1 (configuration not stated)	2	-8	-5	-2	0	15	i	-4	0.9	3
53	C=CCn1c(SCc2ccc(OC)cc2)nnc1-c1cccnc1	3	-8	-16	-3	-4	-4	i	0	-0.4	-3
